GPR151 activ = activates the human receptor GPR151. Q8TDV0. PathHunter beta-arrestin GPR151 cells, luminescence. activation, % at 11.2 µM. hit rate 1% among 650,000; in the data active = activation above about 4.9%;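 note: 0% = median of compound wells and 100% = cells with positive control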
Target sequence (Q8TDV0 whole entry, looked up): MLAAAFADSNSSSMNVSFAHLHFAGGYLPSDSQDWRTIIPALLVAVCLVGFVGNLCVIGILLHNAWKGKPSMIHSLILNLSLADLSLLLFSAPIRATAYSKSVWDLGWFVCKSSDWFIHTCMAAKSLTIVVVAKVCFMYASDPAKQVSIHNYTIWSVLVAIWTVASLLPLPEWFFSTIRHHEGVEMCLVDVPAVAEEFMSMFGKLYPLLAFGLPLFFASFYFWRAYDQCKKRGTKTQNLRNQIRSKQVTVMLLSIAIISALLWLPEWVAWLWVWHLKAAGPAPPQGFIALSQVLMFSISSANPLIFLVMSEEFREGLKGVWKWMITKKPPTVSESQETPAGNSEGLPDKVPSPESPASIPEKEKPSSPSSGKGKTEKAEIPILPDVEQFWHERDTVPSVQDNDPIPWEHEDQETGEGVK
TEAD-YAP block = TEAD-YAP interaction inhibition; hit rate 1.4% among 640,000; AID 1259422; inhibition, % at 9.12 µM; HEK-TIYL cells, TEAD-Gal4/YAP UAS-luciferase luminescence; in the data active = inhibition above about 32%;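 note: 0% = median of test compound wells and 100% = reference inhibitor wells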
FBW7 activator = activators of human E3 ligase FBW7 | hit rate 0.13% among 650,000 | AID 1259310 | Q969H0 | normalized activity (activation), % at 26.1 µM | AlphaScreen FBW7–phospho-cyclin E peptide binding, activator screen; in the data active = normalized activity above about 1.9%;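 note: purified mutant Fbw7 with reduced substrate affinity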
MITF primary = human MITF inhibition, primary screen; hit rate 0.91% among 650,000; O75030; AlphaScreen MITF homodimerization, bead proximity signal; inhibition, % at 2.6 µM; in the data active = inhibition above about 50%;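 note: 0% = vehicle wells with protein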
* = called active by the depositor.

molecule	MITF primary	TEAD-YAP block	FBW7 activator	GPR151 activ
COc1cc2c(cc1NC(=O)Cc1ccccc1)oc1ccccc12	-3	-59	-0.2	0.1
CCCNc1ccc(S(=O)(=O)N(CC)CC)cc1N	16	-14	0.1	-0.1
O=S(=O)(O)C1CCNCC1	-4	-7	0.0	-0.9
COc1ccc(S(=O)(=O)N2CCN=C2SCc2cc(C)ccc2C)cc1	9	-5	0.1	2.5
COC(=O)c1ccc(Nc2nnc(-c3ccc(C)c(S(=O)(=O)N4CCCCC4)c3)c3ccccc23)cc1	7	9	-0.1	1.7
COc1cccc(/C=C2\SC(NC(C)=O)=NC2=O)c1OCc1ccc(Cl)cc1Cl	5	2	-0.1	1.1
CC(=O)Nc1ccc(NC(=O)CSc2nnc(-c3cccs3)n2C)c(C)c1	8	-4	0.1	-0.1
COC(=O)c1ccc(OC(=O)c2ccc(SC)cc2OC)cc1	4	2	0.2	-0.9
CC1(c2ccccc2)OC(=O)C(=Cc2ccc(O)cc2)C(=O)O1 (stereo not given)	16	7	-0.1	0.0
COc1ccc(CNC(=O)Nc2ccc(-c3cn[nH]c3)cc2)cc1	5	-5	0.1	3.0
O=C(CC1CCCCC1)NCC1CN(c2ccc3c(c2)OCO3)C(=O)O1 (stereo not given)	6	15	0.0	-0.1
COc1cc(NC(=O)C2CC(c3ccc(F)cc3)=NO2)cc(OC)c1OC (stereo not given)	12	15	0.1	-0.2
CCc1nn(-c2ccccc2)c2nc(-c3ccccc3C)c3cc(OC)c(OC)cc3c12	0	-9	0.1	2.2
COc1ccccc1NC(=O)CSc1nc(-c2ccccc2)cc(-c2cc(OC)c(OC)c(OC)c2)c1C#N	12	-5	0.5	-0.2
O=C(O)c1csc(N/N=C/c2ccc(Br)cc2)n1	3	-9	-0.4	-0.6
COc1cc(C(=O)Nc2ccc(Cl)c([N+](=O)[O-])c2)cc(OC)c1OC	12	1	0.6	0.0
O=C(Nc1ncn[nH]1)c1ccco1	15	15	0.0	-0.6
O=C(Nc1ccccc1)/C(=C\c1ccco1)NC(=O)c1cccc(Cl)c1	-1	-3	-0.2	0.5
COC(=O)C1=C(C)Nc2[nH]c(=S)[nH]c(=O)c2C1c1ccccn1 (stereo not given)	-4	-6	-0.1	-1.4
COc1ccc(OC)c(NC(=O)CCN2CC(C)OC(C)C2)c1 (stereo not given)	16	-14	1.4	-0.9
CC(=O)Nc1ccc(C(=O)CS(=O)(=O)c2ccc(C)cc2)cc1	-2	-5	0.2	3.6
CC(=O)N1C(=O)C(c2c[nH]c3ccccc23)(c2c[nH]c3ccccc23)c2ccccc21	11	12	0.0	-0.1
Nc1nc(NCCCN2CCCC2=O)cc(N2CCN(c3ccccn3)CC2)n1	-9	-4	-0.2	-1.0
CSc1nc2ccccc2c(=O)n1CC1CCCCC1	-3	-2	0.0	-1.1
Cc1ccc(NC(=O)CSc2ncc(CO)n2CC(=O)NC(C)C)c(C)c1	20	-3	0.0	-1.0

Going on with the list.
molecule	MITF primary	TEAD-YAP block	FBW7 activator	GPR151 activ
COC(=O)COc1ccc(S(=O)(=O)Nc2c(F)cccc2F)cc1	3	-6	0.0	-0.2
O=C(Nc1ccc2nc(-c3ccccn3)c(-c3ccccn3)nc2c1)NC1CC1	-7	-16	-0.1	0.4
COc1cc(-n2c(=O)c3ccccc3n(CC(=O)C(C)(C)C)c2=O)cc(OC)c1OC	22	-3	0.6	0.3
COc1ccc(C)cc1NC(=O)Nc1nnc(N2CCCC2)s1	-5	-7	-0.1	0.0
CCOCC(=O)Nc1cc(C)nn1-c1nc(-c2ccc(OC)c(OC)c2)cs1	-9	-14	-0.2	0.7
CCC(=O)Nc1ncc2c(n1)CC(c1ccccc1Cl)CC2=O (stereo not given)	3	0	-0.2	1.5
Cc1ccnc(NC(=O)CCC(=O)N(CC(=O)NC(C)(C)C)c2ccc3c(c2)OCO3)c1	12	13	0.0	-0.5
Cc1cc(CNCc2ccc(OCC(O)CN(C)Cc3ccccc3)cc2)nn1C (stereo not given)	6	-12	0.1	-0.1
Cc1cc2c(cc1C)N(C(=O)c1ccccc1)C(C)(C)c1ssc(=S)c1-2	44	-3	-0.8	-0.6
CC(C)C(NC(=O)c1ccccc1)C(=O)NCc1ccccn1 (stereo not given)	-13	3	0.0	-0.1
Cc1nn(C)c(Cl)c1CN1CCCC(CCC(=O)NCc2ccc(F)c(F)c2)C1 (stereo not given)	0	10	0.0	0.1
Cc1ccc(N(CC(=O)N2CCCC2)S(=O)(=O)c2ccc(F)cc2)cc1	-1	11	0.1	-0.8
COc1ccccc1N1CCN(C(=S)NC(=O)c2ccc([N+](=O)[O-])cc2)CC1	-9	7	-0.1	0.0
COc1ccc2nc(SCC(=O)Nc3ccc4c(c3)OCO4)[nH]c2c1	7	-18	0.0	1.3
CN1CCCN(Cc2ccccc2Br)CC1	40	-6	-0.1	2.4
O=C(CN1CCOCC1)N/N=C/c1ccccc1OCc1ccccc1	-5	-1	0.1	1.0
CCC(=O)N1C(=O)CCN(C(C)=O)c2ccccc21	2	4	-0.1	1.2
Cc1cccnc1NC(=O)Cn1cnc2scc(-c3ccccc3)c2c1=O	21	4	0.5	-0.6
O=C(NCCCNc1ccc([N+](=O)[O-])cc1)c1cccs1	10	20	-0.1	1.3
O=C(Nc1nc2c(cc3c4c(cccc42)CC3)s1)c1ccc(S(=O)(=O)N2CCOCC2)cc1	-9	-1	-0.2	1.6
COc1ccccc1N1CCN(c2ccc(S(=O)(=O)N3CCN(C)CC3)cn2)CC1	6	8	0.0	0.0
CC(C)CNC(=S)NC(=O)c1cccs1	5	-9	0.0	-0.6
CC(=O)c1cccc(NC(=O)c2ccc(I)cc2)c1	13	-38	-0.1	-0.9
CCCOc1ccc(-c2nn(-c3ccccc3)cc2/C=c2\sc3nc(-c4cccs4)nn3c2=O)cc1	-7	5	0.0	1.1
O=C(Nc1ccc(N2CCOCC2)cc1)c1cnc(N2CCN(c3ccccn3)CC2)s1	4	-9	0.1	1.9

Next compounds follow:
molecule	MITF primary	TEAD-YAP block	FBW7 activator	GPR151 activ
COc1ccc2c(c1)c(=O)oc1cc(OCC(=O)NC3CC3)ccc12	18	1	0.2	0.1
CC(C)CC(CO)NC(=O)c1cnc2scc(C(C)(C)C)n2c1=O (stereo not given)	-1	-6	0.0	-0.9
CCOC(=O)c1c(NC(=O)c2ccc([N+](=O)[O-])cc2)sc(C(=O)Nc2ccccc2)c1C	-1	7	0.6	0.4
CCCc1cc(=O)oc2c(C)c(OCc3ccc(F)cc3)ccc12	-13	-1	0.1	-0.1
Cc1nnc(SCCC(=O)Nc2nc(-c3ccccc3)ns2)s1	10	-4	-0.2	-2.0
COc1ccc(C(=O)Oc2ccc([N+](=O)[O-])cc2)cc1S(=O)(=O)N1CCOCC1	-7	-16	0.1	0.4
COc1ccccc1N1CCN(C(=O)c2cnn3c2NC(c2ccco2)CC3C(F)(F)F)CC1 (stereo not given)	-2	17	0.0	-1.5
Cc1ccc(C2CC(=O)NC3=C2C(=O)CC(c2ccccc2)C3)cc1[N+](=O)[O-] (stereo not given)	-6	3	-0.1	2.2
O=C(c1ccccc1[N+](=O)[O-])N1CCN=C1SCc1cccc(F)c1	19	-1	-0.2	1.1
CN(C)CCNC(=O)c1ccc(S(=O)(=O)N2CCCC2)cc1	5	-4	0.0	-1.3
Cc1nnc(N/N=C/c2cc(Cl)ccc2O)n1N	2	-4	-1.3	-0.6
CCCc1cc(=O)n2[nH]c(-c3cccnc3)nc2n1	-11	-13	0.1	-0.2
Cc1ccc(S(=O)(=O)NCC2(c3cccs3)CC2)c(C)c1	7	3	0.1	0.9
CCOc1ccccc1C1C(C#N)=C(SCC(=O)Nc2cccc(Cl)c2)NC(C)=C1C(=O)Nc1ccccc1 (stereo not given)	-6	3	-0.1	0.9
C/C(=N/NC(=O)c1cc(-c2cccn2C)n[nH]1)c1ccc([N+](=O)[O-])cc1	-12	-12	-0.5	-0.7
CCOc1cc(/C=C2/NC(=O)NC2=O)cc(Br)c1OCc1cccc(C(=O)O)c1	4	-2	-0.1	1.0
O=C(CSc1nc2ccccc2c(=O)n1CC1CCCO1)c1ccc(Cl)cc1 (stereo not given)	-9	-6	0.0	-0.9
COc1ccc(NC(=O)CN2CCN(c3nc(-c4ccccc4)cs3)CC2)cc1	13	1	-0.1	0.1
O=C(c1ccccc1F)N1CCN(c2ccc(C(F)(F)F)cc2[N+](=O)[O-])CC1	0	1	-0.1	-0.3
COc1ccccc1C(=O)Nc1c2c(nn1-c1cccc(Cl)c1)CS(=O)(=O)C2	9	7	0.1	-0.2
COc1ccc(C2CNCC2c2nc3ccc(-c4cn[nH]c4)cc3[nH]2)cc1 (stereo not given)	-20	2	-0.1	6.0*
Cc1ccc(S(=O)(=O)Nc2cccc3ccccc23)c([N+](=O)[O-])c1	13	-4	0.0	-0.4
O=C(c1ccc2cncc(-c3cc4ccccc4o3)c2n1)N1CCCCC1	11	18	-0.7	-0.3
O=C(Nc1cccc(Cl)c1)c1ccc(Br)o1	8	-15	-0.1	-0.7
CC(C)=NNC(=O)C(=O)Nc1ccc(Cl)cc1	-7	7	0.6	-0.6

Other records.
molecule	MITF primary	TEAD-YAP block	FBW7 activator	GPR151 activ
O=C(O)c1cccc(NS(=O)(=O)c2cccc(C(=O)Nc3cccc([N+](=O)[O-])c3)c2)c1	1	17	-0.1	0.2
COc1ccc(-c2nnc(-c3cn(C)c4ccccc34)o2)cc1	11	-28	1.1	0.4
COC(=O)c1c(C)oc2ccc(OC(=O)c3ccccc3)cc12	9	11	0.7	-0.5
CCN1C(=O)C(CC(=O)Nc2ccc(F)cc2)N(Cc2ccc3c(c2)OCO3)C1=S (stereo not given)	13	12	0.6	-1.4
CSc1nc2c(sc(=S)n2-c2cc(C)ccc2F)c(=O)n1-c1ccccc1	6	1	-0.1	1.1
NS(=O)(=O)c1ccc(N/N=C/c2c3ccccc3cc3ccccc23)c([N+](=O)[O-])c1	-3	8	0.4	-1.9
CCC(C)(C)NC(=O)COc1ccc(OCc2ccccc2)cc1	3	1	0.1	0.4
c1cncc(-c2cn(-c3ccc(Nc4nccc(-c5cccc(N6CCOCC6)c5)n4)cc3)nn2)c1	-6	-9	0.0	-0.8
COC(=O)C1=C(C)NC2=C(C(=O)CCC2)C1c1cccc(Br)c1 (stereo not given)	-2	5	0.1	-0.6
CCc1nc(C)cn1S(=O)(=O)c1cc(OC)ccc1OC	22	2	0.9	-0.3
N=C1C(c2nc3ccccc3[nH]2)=C(O)CN1CCc1ccccc1	4	-20	-0.1	5.3*

Assay outcomes from PubChem.
